# Assay outcomes deposited in PubChem by several laboratories.
# SKKanGAS inh = inhibitors of SKKanGAS S. pyogenes growth in kanamycin (SK-promoter or general growth effect); inhibition, % at 7.5 µM; BacTiter-Glo, 6 h; AID 1662; 1.3% of 300,000 active;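 active = mean replicate score, as percent of positive control median, at least 50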;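 note: strain carries kanamycin resistance gene driven by streptokinase promoter and grows in 40 µg/ml kanamycin; loss of luminescence reflects streptokinase promoter inhibition or plain growth inhibition; 0% = median of DMSO wells and 100% = positive control at its reference dose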
# KCNK3 inh = human KCNK3 channel inhibition, primary screen; O14649; AID 602410; CHO-KCNK3 thallium flux, FluxOR fluorescence; hits give low values; 0.84% of 340,000 active; B-score at 10 µM;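 active = B-score under library mean minus 4 SD, starting fluorescence ratio at most library mean plus 5 SD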;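 note: more negative B-score means stronger inhibition of thallium flux through KCNK3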
# KCNQ1 inh = human KCNQ1 channel inhibition | P51787 | CHO-K1 KCNQ1, FluxOR thallium flux fluorescence; hits give high values | B-score at 10 µM | 1.3% of 310,000 active;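 active = compounds whose thallium flux B-score, printed positive for inhibition, exceeds three library SD while starting fluorescence stays within three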;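 note: channel opened by potassium depolarization with thallium stimulus after 20 min compound exposure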
# KCNQ1 pot = potentiates or activates the human KCNQ1 potassium channel | P51787 | CHO-K1 KCNQ1, thallium flux FluxOR fluorescence; hits give high values | B-score at 10 µM | 0.35% of 310,000 active | AID 2648;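 active = fluorescence ratio B-score, a plate-corrected score, at least three library SD, with initial intensity B-score within 5 SD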
#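 Assay system: CHO-K1 cells stably expressing KCNQ1; Medium: assay buffer with matched DMSO; Also added: K+/Tl+ depolarizing stimulus; Dosing: single dose; Timing: dye 90 min, compound 20 min, room temperature; Measured by: kinetic FluxOR thallium fluorescence, 10-s 1-Hz baseline, 110-s post-stimulus read; Read-out: peak-minus-minimum fluorescence over initial fluorescence, negative-control normalized, B-scored.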
# RGS4 act = RGS4 potentiation or activation | AID 463111 | 0.92% of 310,000 active | B-score at 10 µM | HEK293 M3R/inducible RGS4, carbachol calcium flux Fluo4; hits give low values;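 active = B-score of the integrated calcium signal more than 4 SD below the library mean, with starting fluorescence not abnormally high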;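 note: negative B-score means reduced calcium response which marks RGS4 activation or potentiation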
#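 test system = HEK293 cells with stable M3R and inducible RGS4 | schedule = recording 10 s baseline at 1 Hz, 100 s post-agonist | technique = Fluo4-AM (2 µM) calcium-flux fluorescence, kinetic read | measure = Agonist-evoked peak-minus-minimum fluorescence over baseline, integrated ratio, B score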
# TMEM16A inh = mouse TMEM16A channel inhibition, primary screen; Q8BHY3; HEK293 TMEM16A/YFP iodide influx fluorescence, ionomycin; normalized B-score (activity score, 25-100; higher = stronger inhibition) at 10 µM; 1.2% of 310,000 active; AID 588511;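 active = ratio plate-corrected score three or more library SD toward inhibition, starting fluorescence score within five deviations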;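 note: score derived from kinetic fluorescence span divided by baseline fluorescence per well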
# hERG protect = hERG (human) protection from proarrhythmic block | Q12809 | 0.51% of 310,000 active | CHO-hERG, FluxOR thallium flux, dofetilide IC70 present | activation (rescue from dofetilide block), less the hit threshold, % at 10 µM;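 active = activation above the mean of controls blocked by dofetilide plus 5 SD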;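 note: thallium influx through hERG after potassium depolarization seen as dye fluorescence rise; in these data hits start at about 4.7%; inactives centre near -7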
# Target sequence (Q12809 whole entry, looked up): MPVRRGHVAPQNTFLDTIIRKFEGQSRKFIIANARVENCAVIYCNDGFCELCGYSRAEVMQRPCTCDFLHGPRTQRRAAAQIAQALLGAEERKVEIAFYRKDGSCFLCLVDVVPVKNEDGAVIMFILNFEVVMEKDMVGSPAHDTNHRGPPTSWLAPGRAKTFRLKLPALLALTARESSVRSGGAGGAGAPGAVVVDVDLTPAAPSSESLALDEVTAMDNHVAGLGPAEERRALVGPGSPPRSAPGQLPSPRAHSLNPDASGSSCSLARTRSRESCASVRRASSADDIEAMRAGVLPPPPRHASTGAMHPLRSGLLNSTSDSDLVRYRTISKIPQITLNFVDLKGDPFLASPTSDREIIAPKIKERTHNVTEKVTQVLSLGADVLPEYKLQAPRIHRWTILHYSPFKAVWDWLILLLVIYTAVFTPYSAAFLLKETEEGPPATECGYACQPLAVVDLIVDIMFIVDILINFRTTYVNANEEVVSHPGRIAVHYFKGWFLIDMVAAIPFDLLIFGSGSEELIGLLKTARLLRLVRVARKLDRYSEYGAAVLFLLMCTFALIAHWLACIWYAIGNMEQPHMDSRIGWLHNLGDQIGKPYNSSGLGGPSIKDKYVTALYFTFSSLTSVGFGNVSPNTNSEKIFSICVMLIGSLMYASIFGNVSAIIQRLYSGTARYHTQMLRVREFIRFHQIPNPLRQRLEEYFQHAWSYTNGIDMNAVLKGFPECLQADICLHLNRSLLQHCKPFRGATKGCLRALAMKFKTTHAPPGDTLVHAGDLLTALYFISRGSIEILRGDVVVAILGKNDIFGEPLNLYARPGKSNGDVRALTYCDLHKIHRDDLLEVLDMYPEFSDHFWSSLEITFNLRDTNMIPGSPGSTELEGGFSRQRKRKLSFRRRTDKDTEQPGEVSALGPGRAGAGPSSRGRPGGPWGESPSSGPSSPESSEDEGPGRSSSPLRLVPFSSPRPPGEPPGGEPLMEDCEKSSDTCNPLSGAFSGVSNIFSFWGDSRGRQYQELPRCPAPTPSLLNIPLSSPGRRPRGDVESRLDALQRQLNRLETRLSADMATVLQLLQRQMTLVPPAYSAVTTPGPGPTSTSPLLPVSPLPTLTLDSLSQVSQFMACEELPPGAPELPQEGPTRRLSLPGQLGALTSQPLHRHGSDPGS
# KCNK9 block = inhibitors of human KCNK9 two-pore domain potassium channel; B-score at 10 µM; 1.2% of 310,000 active; Q9NPC2; HEK293 KCNK9, FluxOR thallium flux fluorescence; hits give low values;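 active = ratio B-score over 3 SD below the library mean, with starting fluorescence within 5 SD of its mean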;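 note: negative B-score means less thallium flux so channel inhibition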
# TMEM16A act = activators or potentiators of mouse TMEM16A chloride channel | 0.3% of 340,000 active | B-score at 10 µM | HEK293 TMEM16A/YFP-H148Q/I152L, iodide quench fluorescence; hits give low values | AID 623877;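 active = fluorescence-ratio B-score plate-corrected deviation score at least 3 library SD below zero, with starting fluorescence score within 5 deviations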;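 note: channel opened by trigger with iodide after compound preincubation; score built on the fluorescence ratio of max minus min over baseline; more negative score means more quench and so TMEM16A activation or potentiation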
# RGS4 block = human RGS4 inhibition; HEK293 M3R/RGS4 inducible, Fluo-4 calcium flux; hits give high values; triggered by carbachol at its EC20; 0.45% of 310,000 active; P49798; B-score at 10 µM; AID 463165;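 active = B-score, a plate-corrected calcium signal, over three deviations above library mean, with baseline fluorescence within five deviations of library mean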;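 note: RGS4 expression induced by doxycycline in cells with stable M3 receptor; B-score is computed from the integrated fluorescence ratio over baseline after carbachol; higher B-score means a larger calcium signal and so more RGS4 inhibition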
# HDAC3 inh = blocks human histone deacetylase 3; O15379; recombinant HDAC3, fluorogenic peptide/trypsin coupled, fluorescence; inhibition, % at 8.3 µM; 0.15% of 320,000 active; in the data active = inhibition above about 26%, passing the limit was not always enough
# Starred values were filed as active, the others as inactive; i = inactive; / = no result given.
SMILES,SKKanGAS inh,KCNK3 inh,KCNQ1 inh,KCNQ1 pot,RGS4 act,TMEM16A inh,hERG protect,KCNK9 block,TMEM16A act,RGS4 block,HDAC3 inh
Cc1ccc(C)n1-c1ccc(-c2nnc3n2CCCCC3)s1,-9,i,i,i,i,i,-2,i,i,i,6
CN(C)/C=C1/OC(=O)C(C#N)=C1c1ccc(Cl)cc1,0,i,i,i,i,i,-4,i,i,i,-1
N#C/C(=C\c1c(N2CCCCC2)nc2ccccn2c1=O)C(=O)NC1CCS(=O)(=O)C1 (configuration not stated),5,i,i,i,i,i,-3,i,i,i,-59
O=C(NCCNCc1cccs1)c1ccccc1F,-1,i,i,i,i,i,-1,i,i,i,-1
Cc1cccn2cc(-c3ccccc3)nc12,0,i,i,i,i,i,-5,i,i,i,-9
Cc1ccc(N2C(=O)C3C4CC(=O)C(c5ccccc54)C3C2=O)cc1C (configuration not stated),1,i,i,i,i,i,-4,i,i,i,-2
COC(=O)CNC(=O)C1CCCN1C(=O)OC(C)(C)C (configuration not stated),6,i,i,i,i,i,-12,i,i,i,-7
CNc1nc(NC#N)nc(SC)n1,-1,i,i,i,i,i,-11,i,i,i,1
COc1ccc(C(C)NC(=O)CCc2ccccc2)cc1 (configuration not stated),-10,i,i,i,i,i,4,i,i,i,-3
CCOC(=O)COc1ccc(Br)cc1C1NC(=O)NC(C)=C1C(=O)NCc1ccccc1 (configuration not stated),-5,i,i,i,i,i,-4,i,i,i,-6
C=CCN1c2ccccc2[C@]23C[C@@H](C(=O)OC)N(C(=O)c4ccc(Br)cc4)C2=NC(C(=O)OC)=C(C(=O)OC)[C@H]13,-6,i,i,i,i,i,-8,i,i,i,2
Nc1ncnc(Oc2cccc3cccnc23)c1[N+](=O)[O-],18,i,i,i,i,i,2,i,i,i,2
O=S(=O)(NCCc1ccc(Cl)cc1)c1cccc2cccnc12,-11,i,i,i,i,i,-7,i,i,i,-3
Nc1nc(N)nc(-c2ccccc2O)n1,7,i,i,i,i,i,-7,i,i,i,2
O=C(NCc1ccccc1)C(c1ccncc1)N(C(=O)c1csnn1)c1cccc(F)c1 (configuration not stated),-2,i,i,i,i,i,-8,i,i,i,1
Cc1cccc(/C=N/NC(=O)Cc2cccs2)c1,44,i,i,i,i,i,-3,i,i,i,-6
CCN1C(=O)[C@H]2[C@@H](c3ccc(Cl)cc3)N3C(=O)CN(CCOC)C(=O)[C@@]3(C)[C@H]2C1=O,2,i,i,i,i,i,-5,i,i,i,1
COc1ccc(N(CC(=O)NN=C2CCN(C)CC2)S(=O)(=O)c2ccc(NC(C)=O)cc2)cc1,3,i,i,i,i,i,-5,i,i,i,2
Cc1cccc(S(=O)(=O)Nc2nc3ccccc3nc2Nc2cccc(C(=O)O)c2)c1,24,i,i,i,i,i,-13,i,i,i,-39
Cc1ccc(COCCN2CCN(S(=O)(=O)c3ccccc3)CCC2=O)cc1,-4,i,i,i,i,i,-4,i,i,i,2
O=C(O)CCCN=CC1=C(O)CNC1=O,-1,i,i,i,i,i,-12,i,i,i,2
COC(=O)c1ccc(CSc2nnc3n(Cc4ccccc4OC)c(=O)c4ccccc4n23)o1,-1,i,i,i,i,i,-13,i,i,i,3
O=S(=O)(NCC(c1cccnc1)N1CCc2ccccc2C1)c1ccccc1 (configuration not stated),0,i,i,i,i,i,-7,i,i,i,-6
COc1cc(CN2CCCCCC2)cc(OC)c1OC,3,i,i,i,i,i,-1,i,i,i,-4
N#CC(C(=O)NC1CCCCC1)=C1CCCCC1,1,i,i,i,i,i,1,i,i,i,-1

# The results go on:
SMILES,SKKanGAS inh,KCNK3 inh,KCNQ1 inh,KCNQ1 pot,RGS4 act,TMEM16A inh,hERG protect,KCNK9 block,TMEM16A act,RGS4 block,HDAC3 inh
CCOC(=O)c1c(C)c(C(=O)NCc2ccco2)c(C)n1Cc1ccccc1,0,i,i,i,i,i,-4,i,i,i,4
COc1cc2c(cc1C1NC(=S)NC(C)=C1C(N)=O)CCCC2 (configuration not stated),-5,i,i,i,i,i,-7,i,i,i,1
CCc1ccc(C(=O)COC(=O)CNC(=O)Cc2ccccc2)cc1,-16,i,i,i,i,i,-8,i,i,i,2
CCC(C(=O)NCCc1c[nH]c2ccc(C)cc12)c1ccccc1 (configuration not stated),1,-8.8*,i,i,i,i,-2,-7.8*,i,i,-2
COc1ccc(C2CC(c3ccccc3)=NN2C(=O)COC(=O)C2CC2)cc1 (configuration not stated),1,i,i,i,i,i,-8,i,i,i,6
CCOC(=O)N1CCN(C(=O)CN(c2cccc(C(F)(F)F)c2)S(=O)(=O)c2ccccc2)CC1,-14,i,i,i,i,i,-5,i,i,i,8
CC(C)Oc1ccc(OCCCN2CCCCCC2)cc1,1,i,i,i,-7.2*,i,-5,i,i,i,-4
CCC(=O)NCc1c(C)c(C)n(Cc2ccccc2)c1-n1cccc1,1,i,i,i,i,i,-19,i,i,i,-1
Cc1ccc(NC(=O)COc2coc(CN3CCc4ccccc4C3)cc2=O)cc1Cl,-2,i,i,i,i,i,-10,i,i,i,-4
Cc1cc(C)cc(NC(=S)N2C3CCCC2CC(NC(=O)C2CC2)C3)c1 (configuration not stated),-4,i,i,i,i,i,-9,i,i,i,7
O=C(C1CC1)N1CCN(C(c2ccccc2)c2ccccc2)CC1,-2,i,i,i,i,i,-6,i,i,i,-5
CCSc1nc(O)cc(=O)[nH]1,1,i,i,i,i,i,-6,i,i,i,-2
COc1cc2c(cc1OC)C(C)N(C(C)=O)CC2 (configuration not stated),-6,i,i,i,i,i,-6,i,i,i,-3
COc1ccc(C(CNC(=O)C2CC2)N(C)C)cc1 (configuration not stated),1,i,i,i,i,i,-5,i,i,i,-10
COc1ccc(Cl)cc1N1C(=O)CN(Cc2cc(OC)c(OC)c(OC)c2)C1=S,10,i,i,i,i,i,-2,i,i,i,8
COc1ccc(CN2CCNC(=O)C2CC(=O)NCCCn2cccn2)cc1C (configuration not stated),-1,i,i,i,i,i,-4,i,i,i,-1
C[C@@]12CC(=O)NC1N(C(=O)c1ccccc1)C(c1ccccc1OC(=O)c1ccccc1)C2 (some centres not stated),-8,i,i,i,i,i,-8,i,i,i,-2
CC(C)Nc1nc2n(c(=O)n1)CCN2C(C)C,2,i,i,i,i,i,-3,i,i,i,-3
CCOC(=O)CCNC(=O)N1CCCC(C(=O)c2cc(C)c(OC)c(C)c2)C1 (configuration not stated),2,i,i,i,i,i,-9,i,i,i,-1
Cc1cc(Cl)c(S(=O)(=O)N2CCCC2)cc1OCC(N)=O,-6,i,i,i,i,i,-11,i,i,i,-10
CCn1c(O)c(N=NC(=O)CNC(=O)/C=C/c2ccco2)c2ccccc21,0,i,i,i,i,i,-7,i,i,i,-2
COc1cc(=O)[nH]c(SC(C)C(=O)Nc2ccc3ccccc3c2)n1 (configuration not stated),7,i,i,i,i,i,-8,i,i,i,2
Cc1nn(Cc2ccccc2)c(C)c1C(=O)NCCN1C(=O)S/C(=C\c2ccc(F)cc2)C1=O,-13,i,i,i,i,i,-10,i,i,i,6
COc1ccc(NC(=O)CN(C)C(=O)c2cc(-c3ccc(Cl)cc3)nc3ccccc23)cc1,33,i,7*,i,-8*,i,-30,i,i,i,13
CCn1c(SCc2ccc(Cl)cc2)nnc1-c1ccccc1,0,i,i,i,i,i,-10,i,i,i,-2

# Molecules listed so far that contain bromine:
SMILES,SKKanGAS inh,KCNK3 inh,KCNQ1 inh,KCNQ1 pot,RGS4 act,TMEM16A inh,hERG protect,KCNK9 block,TMEM16A act,RGS4 block,HDAC3 inh
CCOC(=O)COc1ccc(Br)cc1C1NC(=O)NC(C)=C1C(=O)NCc1ccccc1 (configuration not stated),-5,i,i,i,i,i,-4,i,i,i,-6
C=CCN1c2ccccc2[C@]23C[C@@H](C(=O)OC)N(C(=O)c4ccc(Br)cc4)C2=NC(C(=O)OC)=C(C(=O)OC)[C@H]13,-6,i,i,i,i,i,-8,i,i,i,2

# (continued)
SMILES,SKKanGAS inh,KCNK3 inh,KCNQ1 inh,KCNQ1 pot,RGS4 act,TMEM16A inh,hERG protect,KCNK9 block,TMEM16A act,RGS4 block,HDAC3 inh
CCc1noc(C)c1C(=O)N1CCCC(C(=O)c2ccc(OC)c(F)c2)C1 (configuration not stated),-7,i,i,i,i,i,-7,i,i,i,-10
CCOP(=O)(c1ccccc1)c1nc(-c2ccccc2Cl)oc1N1CCCCC1 (configuration not stated),-2,i,i,i,i,i,-12,i,i,i,0
Fc1ccc(-c2csc(/C=C/c3ccc4c(c3)OCO4)n2)cc1,-9,i,i,i,i,i,-10,i,i,i,5
CN(Cc1cccs1)C(=O)/C=C/c1ccccc1[N+](=O)[O-],-4,i,i,i,i,i,-10,i,i,i,0
O=C(O)c1cc(-c2ccc3ccccc3n2)nc2ccccc12,2,i,i,i,i,i,-1,i,i,i,7
COc1ccc2c(c1OC)C(=O)N(c1ccc(C)c(C)c1)C2=O,0,i,i,i,i,i,-2,i,i,i,-3
COc1ccc(CCN2CCCn3c2nc2c3c(=O)n(C)c(=O)n2C)cc1OC,-9,i,i,i,i,/,-10,i,i,i,/
O=C(O)C(Cc1c[nH]c2ccccc12)N1C(=O)C2C3c4ccccc4C(c4ccccc43)C2C1=O (configuration not stated),3,i,i,i,i,i,-15,i,i,i,4
CC1(C)CC(=O)C2=C(C1)OC(N)=C(C#N)C2c1cn(-c2ccccc2)nc1-c1ccc(F)cc1 (configuration not stated),-17,i,i,i,i,i,-6,i,i,i,14
CC(=O)N1CCCc2cc(S(=O)(=O)N3CCN(C4CCCCC4)CC3)ccc21,0,i,i,i,i,i,-2,i,i,i,-5
Cn1ccnc1C(=O)C1CCCN(Cc2cn[nH]c2-c2ccc(-c3ccccc3)cc2)C1 (configuration not stated),-1,i,i,i,i,i,-12,i,i,i,-1
Cn1ccnc1Sc1ccc(/C=N/NC(=O)c2ccccc2[N+](=O)[O-])cc1[N+](=O)[O-],-4,i,i,i,i,i,-16,i,i,i,8
CC(C)(C(=O)O)n1cncn1,-4,i,i,i,i,i,2,i,i,i,3
COc1ccc(Br)c2c1C(=O)CC2,-4,i,i,i,i,i,-1,i,i,i,4
Cc1nn(Cc2ccccc2Cl)c(C)c1C(=O)NC1=NCCS1,2,i,i,i,i,i,-5,i,i,i,-2
O=C(O)C[C@H]1c2ccc(C(F)(F)F)cc2S(=O)(=O)N1Cc1ccccc1,-2,i,i,i,i,i,0,i,i,i,-1

# Not a hit list. Share with any hit: about 6.3%.
